Bioassay records: PubChem BioAssay, several laboratories
NF-kB neuron act: raises NF-kB expression in human neuronal cells; fold change at 12.5 µM; AID 1239; NF-kB reporter expression; stronger effect = higher value; 190,000 compounds, 1.6% hits; in the data active = fold change above about 3.3
Diaphorase inh: counter-screen for diaphorase-based assays: diaphorase inhibitors and chemical oxidizers; AID 1217; inhibition, % at 20 µM; 190,000 compounds, 0.69% hits; diaphorase resazurin-to-resorufin fluorescence, NADH, 16 min; bacterial (C. kluyveri) enzyme, not human;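 active = primary screen inhibition at 20 µM above a set limit, cut at about 50% in these data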;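 also: plate controls were DMSO with full reaction for no effect and wells lacking NADH for full effect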
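controls = No-NADH positive control and DMSO neutral control | system = Clostridium kluyveri diaphorase enzyme | timing = reaction incubation of 16 min at room temperature | signal = resorufin fluorescence 544/590 nm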
FLuc inhib CS: Photinus pyralis luciferase inhibition counter-screen. AID 1006. P08659. 200,000 compounds, 1.5% hits. ATPLite firefly luciferase biochemical luminescence, 10 min. inhibition, % at 10 µM;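 active = inhibition above about 50% when tested at 10 µM, limit read from the data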
Target sequence (P08659 whole entry, looked up): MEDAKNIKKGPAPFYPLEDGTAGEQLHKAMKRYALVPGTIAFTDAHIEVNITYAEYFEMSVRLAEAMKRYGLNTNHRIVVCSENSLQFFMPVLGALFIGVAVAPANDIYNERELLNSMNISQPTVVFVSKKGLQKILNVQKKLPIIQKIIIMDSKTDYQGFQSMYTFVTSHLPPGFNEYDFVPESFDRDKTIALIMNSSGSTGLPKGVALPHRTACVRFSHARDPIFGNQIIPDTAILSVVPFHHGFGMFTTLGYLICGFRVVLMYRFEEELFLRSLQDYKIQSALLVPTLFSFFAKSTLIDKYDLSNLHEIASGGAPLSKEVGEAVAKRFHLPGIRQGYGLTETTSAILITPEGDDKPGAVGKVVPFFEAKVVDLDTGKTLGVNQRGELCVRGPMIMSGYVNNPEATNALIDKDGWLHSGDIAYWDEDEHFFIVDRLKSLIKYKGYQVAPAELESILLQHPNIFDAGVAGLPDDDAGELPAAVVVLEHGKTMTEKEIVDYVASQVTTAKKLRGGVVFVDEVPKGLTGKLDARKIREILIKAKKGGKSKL
G6PDH counter: L. mesenteroides G6PDH inhibition counter-screen; Purified L. mesenteroides G6PDH, diaphorase/resazurin coupled fluorescence, 45 min; inhibition, % at 5 µM; 200,000 compounds, 0.12% hits; AID 1020; in the data active = inhibition above about 50%
APP 5'UTR act: APP 5'UTR luciferase reporter activation. SH-SY5Y APP 5'UTR luciferase reporter, luminescence; zero percent = DMSO vehicle wells. activation, % at 2 µM. 190,000 compounds, 1% hits;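 active = activation above a set limit, based on mean plus 3 SD of controls, cut at about 140% in these data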; also: values of inactives mirror those of a sister screen read the other way
FLuc stim CS: firefly luciferase counter-screen for stimulation assays; AID 1027; ATPlite luciferase biochemical, luminescence, 10 min; 0 = ATP-free wells, 1 = DMSO control; 200,000 tested, under 10 active; activation factor at 10 µM;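 active = luciferase activation factor, scaled between plate controls, of at least 2 with compound at 10 µM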
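test system = cell-free luciferase reagent | medium = PBS as buffer for the ATP substrate | dosing = test compounds dosed from 2 mM stocks in 100% DMSO | incubation = 10 min at ambient temperature | detection = luminescence measurement of luciferase light output | benchmarks = low control with PBS replacing ATP, high control enzyme plus ATP without compound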
APP transl inh: APP translation inhibition. SH-SY5Y APP 5'UTR-luciferase reporter, luminescence. inhibition, % at 2 µM. 190,000 compounds, 0.82% hits. AID 1285;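 active = inhibition above a set limit, derived from the sample mean plus 3 SD, cut at about 45% in these data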; also: values of inactives mirror those of a sister screen read the other way
Diaphorase act: diaphorase activation or chemical reduction counter-screen; activation factor at 20 µM; AID 1229; Diaphorase/resazurin coupled assay, resorufin fluorescence, 16 min; stronger effect = higher value; 1 = vehicle wells, 0 = NADH-free wells; 190,000 compounds, 0.005% hits;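 active = diaphorase activity raised at least twofold by the compound at 20 µM; inactive = activation factor below 2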
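Assay system: bacterial diaphorase enzyme (C. kluyveri) / Input: enzyme 0.07 U/mL final / Medium: 50 mM HEPES pH 7.4 with 4.542 mM MgCl2, 0.005% Tween 20 / Doses: single compound dose of 20 µM, 1% DMSO final / Incubation: 16 min enzyme reaction, ambient temperature / Signal: fluorescence, excitation 544 nm and emission 590 nm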
TLR4 MyD88 comp: blocks binding of human TLR4 to MyD88; O00206+Q99836; HeLa CL3-4 TLR4/MyD88 BLA complementation, FRET ratio; inhibition, % at 8.4 µM; 200,000 compounds, 0.18% hits; in the data active = inhibition above about 25%;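 also: 0% = vehicle and 100% = reference inhibitor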
STAT1 activator: increases IFN-gamma driven STAT1 reporter signal; NIH 3T3 STAT1-luciferase reporter, luminescence; 100% = IFN-gamma alone, no compound; 200,000 compounds, 2.6% hits; activation (% of control), % at 5.5 µM;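 active = activation above the screen-wide mean activation plus 3 SD, cut at about 130% in these data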;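 also: raw ratio to IFN-gamma control signal so 100% means no change and 0% no light; values of inactives mirror those of a sister screen read the other way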
Numbers without * were called inactive. Compounds were not picked by outcome. Share with any hit: about 5.6%.

SMILES | NF-kB neuron act | Diaphorase inh | FLuc inhib CS | G6PDH counter | APP 5'UTR act | FLuc stim CS | APP transl inh | Diaphorase act | TLR4 MyD88 comp | STAT1 activator
Cc1nn(S(=O)(=O)c2cccc([N+](=O)[O-])c2)c(C)c1Br | 1 | 23 | -8 | 10 | -20 | 1.1 | 20 | 0.8 | 2 | 90
COc1ccc(CCNC(=O)c2n[nH]c3ccccc23)cc1 | 1.3 | 13 | 23 | 10 | 12 | 0.8 | -12 | 0.9 | -9 | 115
O=C1CC(NNc2nc3ccccc3s2)C(=O)N1c1ccccc1 (centres undefined) | 1.2 | 4 | -3 | 6 | 7 | 1 | -7 | 1 | 4 | 100
O=C(COc1nc2ccccc2nc1N1CCOCC1)Nc1cccc(S(=O)(=O)N2CCCCC2)c1 | 0.75 | 25 | -2 | -9 | 12 | 1 | -12 | 0.7 | -9 | 90
Cc1ccc(-c2c[n+](CC(=O)N3c4ccccc4Sc4ccccc43)c3n2CCC3)cc1 | 0.71 | 14 | -4 | -12 | 14 | 1 | -14 | 0.9 | -12 | 98
O=C(C1CC1)N1CCN(S(=O)(=O)c2ccc3c(c2)OCCO3)CC1 | 1.1 | 0 | -6 | 11 | -16 | 1.1 | 16 | 1 | -6 | 95
N=C1C(=O)OCC1c1ccccc1NC(=O)CN1CCCCC1 (centres undefined) | 1.2 | -8 | -5 | 1 | -7 | 1.1 | 7 | 1.1 | -7 | 86
CCOC(=O)c1sc2ncn(/N=C/c3cccnc3)c(=O)c2c1C | 1.1 | -1 | 1 | 2 | -19 | 1 | 18 | 1 | -12 | 93
COc1ccc(NC(=O)N/C=C/c2ccccc2)cc1 | 1.2 | 8 | 6 | -4 | 113 | 0.9 | -113 | 0.9 | -4 | 156*
Cc1nn(CC(=O)Nc2ccc3c(c2)nc(CN2CCCC2)n3C)c(=O)c2ccccc12 | 1.1 | 8 | -9 | -3 | -2 | 1.1 | 2 | 0.9 | -2 | 100
CC1CC2=C(NC(=S)NC2c2ccccc2F)/C(=C/c2ccccc2F)C1 (centres undefined) | 1 | 14 | -2 | 1 | 8 | 1 | -8 | 0.9 | 0 | 106
O=[N+]([O-])c1ccc(Oc2ccc(F)cc2Br)c2ccncc12 | 0.9 | 36 | -1 | 3 | -4 | 1 | 4 | 0.6 | 4 | 87
COCC(=O)Nc1cc(C(=O)NCCc2ccccc2)ccc1Cl | 1.8 | -2 | 0 | 16 | 74 | 1 | -74 | 1 | -7 | 145*
C/C(=N\NC(=O)c1sccc1-n1cccc1)c1cccs1 | 1.5 | 6 | 4 | -8 | 15 | 1 | -15 | 0.9 | -4 | 118
COc1ccc(Cl)cc1N(CC(=O)N1CCC(C)CC1)S(C)(=O)=O | 1.1 | 13 | -4 | -7 | 0 | 1 | 0 | 0.9 | 5 | 100
CC1CCN(Cc2ccc(NC(=O)C3CCN(c4nnc(-n5cccc5)s4)CC3)cc2)CC1 | 0.53 | -26 | -9 | -57 | -8 | 1.1 | 8 | 1.3 | -7 | 97
NC(=O)c1ccccc1NC(=O)NC1CCCCC1 | 1.9 | 7 | 20 | 3 | -8 | 0.8 | 8 | 0.9 | 11 | 91
COc1ccc(NC(=S)NCC(c2ccco2)N2CCCC2)cc1 (centres undefined) | 1.1 | 16 | 1 | 11 | 3 | 1 | -3 | 0.8 | -1 | 106
Cc1ccc(CCNC(=O)CC2Oc3ccc(C)cc3NC2=O)cc1 (centres undefined) | 1.2 | 10 | -3 | -21 | 11 | 1 | -11 | 0.9 | -15 | 96
COc1cc(OC)cc(C(=O)Nc2ccccc2N2CCOCC2)c1 | 0.88 | 10 | -4 | 9 | -7 | 1 | 7 | 0.9 | 9 | 99
Clc1cc(-c2ccc(/C=N/n3cnnc3)o2)ccc1Br | 1.2 | -19 | 0 | -3 | 11 | 1 | -11 | 1.2 | 1 | 98
Cc1nn(C)c(C(=O)NC2C3CC4CC(C3)CC2C4)c1Cl (centres undefined) | 1.1 | 0 | -4 | -2 | -2 | 1 | 2 | 1 | -1 | 100
CC1C[C@@]2(NC(=O)NC2=O)C(C)CN1C (some centres undefined) | 1.2 | 11 | -10 | 0 | 9 | 1.1 | -9 | 0.9 | 6 | 96
N=C1C(c2ccccc2)=C(O)CN1CCCO | 1.1 | 15 | -7 | 3 | 3 | 1.1 | -3 | 0.9 | 9 | 105
CC1CC(C)CN(c2nc(NCc3ccco3)nc(N)c2[N+](=O)[O-])C1 (centres undefined) | 1.5 | 1 | 4 | 1 | 1 | 1 | -2 | 1 | -12 | 95
O=C(OCc1nnc(-c2ccccc2)o1)c1cc(F)c(F)cc1Cl | 0.9 | 15 | -5 | -1 | -9 | 1.1 | 9 | 0.8 | -11 | 88
Cc1ccc(C(=O)Nc2ccccc2-c2ccccc2)o1 | 1.2 | 17 | -2 | 5 | 3 | 1 | -3 | 0.8 | -2 | 87
Cn1cc(SCC(=O)Nc2nccs2)c2ccccc21 | 1.3 | 7 | 11 | 9 | 59 | 0.9 | -59 | 0.9 | -13 | 110
CS(=O)(=O)N(CC(=O)NC1CCCC1)C1CCCCC1 | 1.1 | 2 | -9 | 3 | -10 | 1.1 | 10 | 1 | 1 | 95
O=C(CN(C(=O)C1CSC(=O)C1)c1cccc(F)c1)NC1CCCC1 (centres undefined) | 1.1 | 8 | -8 | 9 | -10 | 1.1 | 10 | 0.9 | -9 | 102
C#CC(=O)N(c1cccc(OC)c1)C(C(=O)NC1CCCC1)c1cccs1 (centres undefined) | 0.14 | 16 | -1 | 9 | -19 | 1 | 19 | 0.8 | 18 | 61
CO/N=C(\C(=O)O)c1csc(NN=C(C)C)n1 | 1.2 | 20 | -2 | 15 | -6 | 1 | 6 | 0.8 | -1 | 92
Cc1ccc(Cn2c(CN3CCOCC3)nc3c2c(=O)n(C)c(=O)n3C)cc1 | 1.1 | 19 | -2 | 6 | 4 | 1 | -4 | 0.8 | -8 | 98
Cc1c(/C=N\NC(=O)c2cc3ccccc3o2)c2ccccc2n1C | 0.73 | 13 | 2 | -3 | -78 | 1 | 78* | 0.9 | -4 | 102
Cc1ccc(S(=O)(=O)N2CCN(C(C)C)CC2)cc1 | 0.96 | 7 | -6 | 21 | -4 | 1.1 | 4 | 0.9 | 8 | 95
C=CCn1c(SCc2nc3ccccc3c(=O)[nH]2)nnc1-c1cc2cc(Cl)ccc2o1 | 1.2 | 3 | 6 | 6 | -7 | 0.9 | 7 | 1 | -4 | 102
Cc1cc2nc(CCN(Cc3cccnc3)C(=S)Nc3ccc(F)cc3)[nH]c2cc1C | 1.2 | 16 | -5 | -8 | -16 | 1 | 16 | 0.8 | 0 | 100
COc1cc(OC)cc(C(=O)N[C@H](C(=O)OCC(=O)Nc2ccc(OC)c(OC)c2)C(C)C)c1 | 1.1 | 13 | -3 | 1 | -7 | 1 | 7 | 0.9 | 4 | 105
CC(C)c1ccc(NC(=O)CN(Cc2ccccc2)S(C)(=O)=O)cc1 | 1 | 9 | -3 | 7 | -16 | 1 | 16 | 0.9 | 10 | 106
CCn1c(COc2ccc(=O)n(-c3ccccc3)n2)nnc1SCc1ccc(OC)cc1 | 1.1 | 36 | -4 | 5 | 5 | 1 | -5 | 0.6 | 3 | 99
O=C(COc1ccc(Cl)cc1Cl)NCCCn1ccnc1 | 1.1 | 8 | 0 | 3 | 1 | 1 | -1 | 0.9 | -9 | 98
Cc1ccc(S(=O)(=O)N2CCOCC2)cc1NC(=O)COC(=O)c1cc(=O)c2ccccc2o1 | 1 | 9 | 2 | 4 | -7 | 1 | 7 | 0.9 | 3 | 102
NC(=O)c1ccsc1NC(=O)CSc1ccccc1F | 1.8 | 14 | 4 | -6 | 51 | 1 | -51 | 0.9 | -3 | 111
CCN(CC)CCCNC(=O)c1cn(C)c2ccc(S(=O)(=O)N(C)C)cc2c1=O | 1.1 | 2 | -10 | -32 | -20 | 1.1 | 20 | 1 | -13 | 95
CCN(CC)C(=O)CNc1ccc(C(F)(F)F)cc1[N+](=O)[O-] | 1.2 | 8 | -2 | 8 | 9 | 1 | -9 | 0.9 | 4 | 91
O=C(Nc1cccc(S(=O)(=O)NC2=NCCCCC2)c1)c1cc(-c2ccccc2)nc2ccccc12 | 0.46 | 30 | -4 | -7 | -10 | 1 | 10 | 0.7 | -1 | 99
CCOC(=O)CCCNC(=O)CN1C(=O)NC(CCc2ccccc2)C1=O (centres undefined) | 1.3 | 17 | -3 | -2 | 3 | 1 | -3 | 0.8 | -4 | 101
COc1ccc(C(=O)/C(C#N)=N/Nc2ccc([N+](=O)[O-])cc2)cc1 | 0.59 | 35 | 0 | 6 | -92 | 1 | 92* | 0.6 | 6 | 64
CNc1cnn(-c2ccccc2)c(=O)c1Cl | 1.5 | 8 | -2 | -2 | 17 | 1 | -16 | 0.9 | -1 | 102
Cc1ccc(NC(=O)CN(C)C(=O)COc2cccc3cccnc23)cc1 | 1.2 | 22 | 0 | 29 | -4 | 1 | 4 | 0.8 | -8 | 100
(list continues)
SMILES | NF-kB neuron act | Diaphorase inh | FLuc inhib CS | G6PDH counter | APP 5'UTR act | FLuc stim CS | APP transl inh | Diaphorase act | TLR4 MyD88 comp | STAT1 activator
CCCCC(CC)CNC(=O)CCS(=O)(=O)c1cccc2nsnc12 (centres undefined) | 1.1 | 13 | -1 | 6 | 0 | 1 | 0 | 0.9 | -17 | 108
CC(C)(C)c1ccc(OCC(O)CSc2ncn[nH]2)cc1 (centres undefined) | 1.6 | 7 | 12 | -2 | 16 | 0.9 | -16 | 0.9 | -2 | 134*
O=C(Nc1ccccc1C(=O)NC(Cc1ccccc1)C(=O)NC1CCCCCC1)c1ccccc1 (centres undefined) | 0.95 | 3 | -13 | 10 | 8 | 1.1 | -8 | 1 | -2 | 98
CCOC(=O)CSc1ccc(-c2nc3cc(C)c(C)cc3[nH]2)cn1 | 0.88 | -12 | 64* | 11 | 16 | 0.4 | -16 | 1.1 | 12 | 110
COc1ccc(OCC(=O)Nc2ccc(NC(=O)c3cccs3)c(OC)c2)cc1 | 1.2 | 13 | -5 | -9 | 8 | 1 | -8 | 0.9 | -13 | 99
